Bioassay records deposited in PubChem BioAssay by several laboratories.
ARFGAP1 inhibitor: inhibitors of rat ARFGAP1 GAP activity, primary screen, biochemical, fluorescence polarization, GDP tracer; ADP-ribosylation factor GTPase-activating protein 1 (Rattus norvegicus), Q62848; Arfgap1-stimulated ARF1 GTP hydrolysis, GDP FP detection; inhibition, % at 16.5 µM; hit rate 0.26% among 360,000; AID 651572, 2012;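 active = inhibition above a per-plate limit, mean inhibition of low control wells plus 3 SD, cut at about 25% in these data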;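 note: 0% = DMSO wells with enzyme and 100% = wells lacking Arfgap1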
Target sequence (Q62848 1-136 limits assumed): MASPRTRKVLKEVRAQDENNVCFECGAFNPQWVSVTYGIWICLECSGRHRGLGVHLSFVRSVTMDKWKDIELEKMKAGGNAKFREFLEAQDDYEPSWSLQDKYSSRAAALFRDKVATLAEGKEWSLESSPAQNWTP
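System: truncated rat Arfgap1 GAP domain / Benchmarks: high control wells lacking Arfgap1, low control full reaction with DMSO / Times: compound-enzyme preincubation 20 min, reaction 120 min, detection 60 min, 25 °C / Repeats: one replicate per compound / Also added: human ARF1(Δ1-17)-GTP substrate / Measured by: Tracer-displacement fluorescence polarization with EDTA stop, 620/688 nm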
ABHD4 inh: ABHD4 inhibitors, primary screen, biochemical, fluorescence polarization, mouse. (Lyso)-N-acylphosphatidylethanolamine lipase (Mus musculus), Q8VD66. purified mABHD4, FP-Rh probe fluorescence polarization. inhibition, % at 8.92 µM. hit rate 0.54% among 370,000. AID 720543, 2013;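 active = inhibition exceeding the mean over every tested compound plus 3 SD, cut at about 30% in these data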;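 note: 0% = plate median of compound wells and 100% = S159A mutant with DMSO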
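Test system: mABHD4 protein; Read-out basis: % inhibition; Incubation: 45 min + 60 min at 25 °C; Repeats: single replicate; Technique: fluorescence polarization with parallel and perpendicular emission, 525/598 nm; Compound: 8.92 µM, single dose; Benchmarks: full inhibition S159A mutant plus DMSO, zero as sample-well median.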
HTRA1 inh: HTRA1 serine protease inhibitors, primary screen, biochemical, fluorescence polarization, HTS | recombinant HTRA1, FP-rhodamine activity-based probe | hit rate 0.5% among 340,000 | Q92743 | AID 504803, 2011 | inhibition, % at 5.96 µM; in the data active = inhibition above about 36%;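 note: 0% = enzyme with DMSO and 100% = wells lacking enzyme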
Target sequence (Q92743 whole entry, looked up): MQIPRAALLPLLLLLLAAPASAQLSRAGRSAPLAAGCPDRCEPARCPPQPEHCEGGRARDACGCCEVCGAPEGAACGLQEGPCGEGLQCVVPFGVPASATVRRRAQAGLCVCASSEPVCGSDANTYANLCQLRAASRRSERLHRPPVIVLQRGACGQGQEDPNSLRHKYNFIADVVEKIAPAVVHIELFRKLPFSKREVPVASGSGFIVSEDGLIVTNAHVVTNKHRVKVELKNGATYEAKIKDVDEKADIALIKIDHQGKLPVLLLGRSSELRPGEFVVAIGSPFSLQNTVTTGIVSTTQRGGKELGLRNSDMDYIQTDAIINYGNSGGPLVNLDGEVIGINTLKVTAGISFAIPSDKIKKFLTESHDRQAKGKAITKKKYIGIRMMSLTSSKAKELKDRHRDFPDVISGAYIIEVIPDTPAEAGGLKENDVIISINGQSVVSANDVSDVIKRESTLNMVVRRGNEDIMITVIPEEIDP
PG9 Ab binder: binders of HIV-1 gp120 antibody PG9, primary screen, biochemical, TR-FRET; HIV-1 gp120 / PG9 antibody interaction; TR-FRET gp120-PG9 antibody binding; inhibition, % at 6.7 µM; hit rate 0.43% among 360,000; AID 624416, 2012; in the data active = inhibition above about 8.5%
GC-A act: GC-A stimulated cGMP production enhancers – HEK293 GC-A cells, cGMP TR-FRET, EC30 ANP, primary screen; Atrial natriuretic peptide receptor 1 (Homo sapiens), P16066; 0% at EC30 ANP, 100% saturating ANP; activation, % at 10 µM; hit rate 0.14% among 370,000; in the data active = activation above about 40%
ASAP1 GAP inh: inhibitors of human ASAP1 ArfGAP activity, primary screen, biochemical, fluorescence polarization | ASAP1-stimulated ARF1 GTP hydrolysis, GDP FP detection | inhibition, % at 16.5 µM | hit rate 0.19% among 360,000 | Arf-GAP with SH3 domain, ANK repeat and PH domain-containing protein 1 (Homo sapiens), …; in the data active = inhibition above about 25%;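 note: 0% = vehicle with enzyme and substrate and 100% = no enzyme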
Target sequence (Q9ULH1 325-724 limits assumed): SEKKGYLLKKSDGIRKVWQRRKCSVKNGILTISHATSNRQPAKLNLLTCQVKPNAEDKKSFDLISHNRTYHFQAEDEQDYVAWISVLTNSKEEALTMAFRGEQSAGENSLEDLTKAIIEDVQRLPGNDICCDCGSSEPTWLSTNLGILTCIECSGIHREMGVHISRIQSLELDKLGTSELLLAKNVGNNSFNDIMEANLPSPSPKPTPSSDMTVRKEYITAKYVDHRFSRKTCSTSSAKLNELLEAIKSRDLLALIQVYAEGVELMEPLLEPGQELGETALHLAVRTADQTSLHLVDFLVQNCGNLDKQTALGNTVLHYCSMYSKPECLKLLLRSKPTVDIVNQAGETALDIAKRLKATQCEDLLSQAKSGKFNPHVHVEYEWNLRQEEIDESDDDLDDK
SMARCA2 activ: SMARCA2 (BRM) function activators, primary screen, cell-based, luminescence, high throughput. MG213 cells, MMTV-luciferase reporter, dexamethasone, overnight. activation, % at 9.1 µM. hit rate 1% among 370,000. AID 652017, 2013; in the data active = activation above about 7.8%;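 note: 0% = vehicle wells and 100% = reference activator wells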
GC-B act: human GC-B receptor activators, primary screen, HEK293 GC-B cells, cGMP TR-FRET, EC30 CNP. 0% at EC30 CNP, 100% saturating CNP. hit rate 0.11% among 370,000. activation, % at 10 µM. AID 1920062, 2024;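 active = activation at 10 µM reaching about 35% in either raw or pattern-adjusted values, limit read from the data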
rCAG RNA binder: binders of r(CAG) RNA repeats, primary screen, biochemical, fluorescence; r(CAG) RNA repeat, TO-PRO-1 dye displacement fluorescence; inhibition, % at 3 µM; hit rate 1.3% among 370,000; AID 651821, 2012;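 active = inhibition above the plate cutoff, the mean of all test compounds on that plate plus 3 SD, cut at about 35% in these data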;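 note: 0% = DMSO alone and 100% = 100 µM mitoxantrone as full dye displacement; higher means more dye released from RNA so lower well fluorescence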
Rev-erbA mod: modulators of Rev-erb alpha DNA binding, primary screen, biochemical, FITC-DNA, fluorescence polarization, uHTS | hit rate 0.79% among 370,000 | Rev-erbα–FITC-DNA binding, 90 min | AID 1259318, 2017 | Nuclear receptor subfamily 1 group D member 1 (Homo sapiens), P20393 | activity, % at 10 µM;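 active = activity above about 14%, limit read from the data; passing the limit was not always enough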;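 note: 0% = DMSO wells with 35 nM protein and 100% = DMSO wells with 750 nM protein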
* marks the source's active call; other numbers are inactive results; · = no result given.

Each structure is followed by: ARFGAP1 inhibitor	ABHD4 inh	HTRA1 inh	PG9 Ab binder	GC-A act	ASAP1 GAP inh	SMARCA2 activ	GC-B act	rCAG RNA binder	Rev-erbA mod
O=C(CSc1nccn1-c1ncc(C(F)(F)F)cc1Cl)c1ccc(Cl)cc1
  -3	-3	7	-0.7	-2	-8	-1	-3	4	3
CN(C)S(=O)(=O)c1cccc(NC(=S)N/N=C/c2ccco2)c1
  -1	2	9	-2.0	2	-2	-2	2	6	7
Cc1onc(-c2ccccc2)c1C(=O)N1CCN(S(=O)(=O)c2ccccc2Br)CC1
  11	1	1	0.7	1	23	1	0	0	0
Cc1nn2c3ccccc3nc2c2ccccc12
  -2	-4	-18	0.3	3	-1	7	-4	2	-5
CS(=O)(=O)N(CC(=O)Nc1ccc2c(c1)OCCO2)c1ccc2c(c1)OCO2
  -2	-1	1	-0.9	-3	7	0	-3	-1	-4
CCOC(=O)C(NC(C)=O)(Nc1cccc(F)c1)C(F)(F)F (configuration not stated)
  14	6	5	0.5	-2	3	1	2	-3	1
CC(C)c1csc(CN2CCC(N3CCC(C(=O)NCC4CCCO4)CC3)CC2)n1 (configuration not stated)
  -7	4	6	-1.7	·	-4	-1	·	-4	·
CC1(C)CC2CC(C)(CN2c2ncnc3ccccc23)C1 (configuration not stated)
  13	-2	-2	1.0	-11	8	-5	-9	-7	6
S=c1[nH]ccn1CCc1ccccc1
  11	-5	5	-0.8	3	-3	0	2	-3	1
O=S(=O)(c1ccc(Br)s1)N1CCN(CCc2ccccc2)CC1
  -7	-3	1	0.7	2	4	-3	3	2	-3
CS(=O)(=O)Nc1cccc(NC(=O)C2Cc3c(-c4ccco4)ccnc3O2)c1 (configuration not stated)
  8	9	·	1.2	1	9	-3	8	5	1
COc1ccc(-c2nnc3n2CCCCC3)cc1OC
  3	-2	1	-0.1	2	15	-1	-1	1	2
CN(C(=O)c1ccc2c(Cl)c3c(nc2c1)CCC3)c1ccccc1
  -5	-4	-18	-1.9	-10	-23	3	-4	2	0
CCOC(=O)N(C)C[C@@H]1OCc2cn(nn2)CCCC(=O)N([C@H](C)CO)C[C@H]1C
  -10	-9	·	0.4	0	-2	-3	1	0	-1
CCOCCCNC(=O)c1c[nH]c2cc(C)ccc2c1=O
  -7	-5	-3	0.7	0	-8	-3	4	-6	12
Cn1c(=O)c2c(ncn2CC(=O)OCC(=O)NCc2ccccc2Cl)n(C)c1=O
  2	-6	-3	-3.2	1	0	-2	1	1	3
Cc1ccccc1S(=O)(=O)N1CCCc2nc(-c3ccc(Br)cc3)ccc21
  -8	-6	·	-1.8	5	4	-2	-4	4	-3
O=C1CCCN1CCCNS(=O)(=O)c1ccccc1
  9	3	2	0.4	0	1	-2	0	-4	-4
COc1ccc(-c2oc3ccc(-c4cc(OC)c(OC)c(OC)c4)cc3c2-c2ccc(OC)cc2)cc1
  0	2	·	-0.8	-1	-19	-1	0	-1	2
Cc1cccc(-n2nnnc2SCC(=O)NCCN2C(=O)CSC2=O)c1
  -2	-2	-2	-1.8	4	-1	0	4	2	-4
Cc1ccc(CN2[C@@H](CC(C)C)COCCS2(=O)=O)cc1
  1	4	4	-1.2	-2	6	0	2	11	0
CCCCn1cnc2c(SCc3ccccc3)nc(N)nc21
  -4	-19	-9	1.3	11	-3	0	15	1	-1
CCOC(=O)N1CCC(NS(=O)(=O)c2ccc(NC(C)=O)c(Cl)c2)CC1
  -6	-3	·	-0.5	-3	0	-4	0	-4	-1
COc1ccc(NC(=O)c2sc3nc(N4CCCC4)c4c(c3c2N)CC(C)(C)OC4)cc1
  6	4	8	0.9	24	2	0	10	18	127*
Cc1cccc(C)c1NC(=O)COC(=O)CNC(=O)C1CCCCC1
  7	0	3	0.6	2	7	-2	-1	-1	-3
Cc1ccc(NC(=O)c2sc3ncn(CC(=O)N4CCOCC4)c(=O)c3c2C)c(Br)c1
  1	2	3	-1.1	3	7	3	1	0	28*
O=C(NCCN=C1NS(=O)(=O)c2ccccc21)c1ccc(S(=O)(=O)N2CCOCC2)cc1
  -17	8	7	-4.6	-1	7	0	2	3	-2
CC(C)(C)n1nc2c(c1NC(=O)c1cc([N+](=O)[O-])ccc1Cl)CS(=O)(=O)C2
  -1	-1	4	-2.3	-5	-2	1	4	1	0
Cc1cccc(C)c1NC(=O)COC(=O)/C=C/c1ccc(S(=O)(=O)N2CCOCC2)cc1
  8	5	-6	0.4	5	6	-3	4	3	-2
Cc1cccc(OCC(=O)N(Cc2ccc(C)o2)C2CCS(=O)(=O)C2)c1 (configuration not stated)
  8	-4	-6	-1.5	0	15	1	-3	-2	-8
CCCNC(=O)c1onc(CSc2ccc(F)cc2)c1C(=O)NC(C)C
  0	-3	-4	0.9	1	-3	0	2	-10	-1
COc1ccc(NC(=O)C(=O)NCCC2=CCCCC2)c(OC)c1
  1	6	2	-0.6	-4	-9	-1	0	-1	0
Cn1cccc1/C=N/NC(=O)c1ccc(OC(F)(F)C(F)F)cc1
  9	-10	-9	-2.2	2	-6	8.7*	-6	2	-7
Cc1cc(C)n(CC(=O)N2c3ccccc3Sc3ccc(C(F)(F)F)cc32)n1
  -5	-1	-21	-2.3	-14	6	2	-3	-8	3
CC(C)(C)OC(=O)[C@H](Cc1ccccc1)NC(=O)c1nc[nH]c1C(=O)N[C@@H](Cc1ccccc1)C(=O)OC(C)(C)C
  -8	-28	-38	0.8	-3	-3	0	5	14	-5
COc1cc2[nH]c(=O)c(C(=O)NCc3ccc(C)cc3)c(O)c2cc1OC
  -5	2	1	0.7	0	-3	-2	3	1	6
COc1ccc2c(C)cc3n[nH]c(=S)n3c2c1
  -8	3	9	3.5	1	-4	-3	-6	3	-1
COc1ccc(N2CCN(C(=O)c3ccc(NS(=O)(=O)c4ccc(F)c(F)c4)cc3)CC2)cc1
  -13	-9	3	2.3	-1	-1	-1	-5	15	-2
O=C(Cn1nc(-c2ccccc2F)ccc1=O)NCc1ccc2c(c1)OCO2
  -6	3	-6	0.6	3	4	-1	4	4	1
O=C(NC1CCN(Cc2ccccc2)C1)c1cc(COc2ccc(F)cc2F)on1 (configuration not stated)
  -14	2	-10	-2.7	11	-16	0	0	-2	2

3 compounds out of the list, ordered by count of non-hydrogen atoms, falling:
Each structure is followed by: ARFGAP1 inhibitor	ABHD4 inh	HTRA1 inh	PG9 Ab binder	GC-A act	ASAP1 GAP inh	SMARCA2 activ	GC-B act	rCAG RNA binder	Rev-erbA mod
Cn1c(=O)c2c(ncn2CC(=O)OCC(=O)NCc2ccccc2Cl)n(C)c1=O
  2	-6	-3	-3.2	1	0	-2	1	1	3
Cc1cccc(C)c1NC(=O)COC(=O)CNC(=O)C1CCCCC1
  7	0	3	0.6	2	7	-2	-1	-1	-3
CN(C)S(=O)(=O)c1cccc(NC(=S)N/N=C/c2ccco2)c1
  -1	2	9	-2.0	2	-2	-2	2	6	7

The list continues.
Each structure is followed by: ARFGAP1 inhibitor	ABHD4 inh	HTRA1 inh	PG9 Ab binder	GC-A act	ASAP1 GAP inh	SMARCA2 activ	GC-B act	rCAG RNA binder	Rev-erbA mod
O=C(Nc1nccs1)c1ccc([N+](=O)[O-])cc1
  3	6	3	0.4	-3	-2	2	-4	-2	-3
CCN(Cc1ccncc1)C(=O)CSc1ccc2ccccc2c1
  -1	2	0	1.1	2	-2	-3	0	-4	6
COc1cc(NC(=O)c2ccccc2)cc(OC)c1
  0	1	-10	0.5	3	3	3	8	2	-4
Cc1cc(C)nc(N2CCN(C(=O)CCC(=O)Nc3nnc(C(C)C)s3)CC2)n1
  5	2	3	-1.2	0	-11	-2	2	-5	3
CCn1c(O)c(N=NC(=O)c2cccnc2)c2cc(Br)ccc21
  7	3	-6	0.2	4	0	-4	0	0	2
O=C(NCc1cccnc1)c1cccnc1Sc1ccc(Cl)cc1
  -14	-5	1	0.5	1	-9	-3	2	-2	4
Cc1cc(Oc2ccc(Br)cc2)nc(SCC(=O)c2ccccc2)n1
  -15	-4	-3	0.3	-7	-9	4	-6	-2	2
COc1cccc(NC(=O)CN(C)C(=O)c2cccc(S(=O)(=O)N3CCN(c4ccc(F)cc4)CC3)c2)c1
  19	-4	-12	-3.8	-3	5	-2	2	10	3
Cc1ccc(N=c2c([N+](=O)[O-])nn(-c3ccc4c(c3)OCCO4)n2O)cc1F
  3	-4	6	-2.5	-3	18	-9	-4	6	-4
CC(=O)N1CCc2c(sc(NC(=O)C3CC3)c2-c2nc3ccccc3s2)C1
  5	-3	-31	0.4	-6	3	1	-28	18	170*
O=C(CCn1nc(-c2ccc(Cl)cc2)ccc1=O)N1CCOCC1
  7	2	3	0.7	-2	1	-1	-1	1	-1
CCC/C=C/c1ccc(CN2C(C(C)C)C(=O)N(Cc3cn(Cc4ccco4)nn3)CCS2(=O)=O)cc1 (configuration not stated)
  0	-19	-39	-1.8	-18	0	-4	4	21	-1
O=C(CSc1nc(Cc2ccccc2)nc2ccccc12)Nc1ccc2c(c1)OCCO2
  10	3	-11	7.8	4	4	-2	6	1	33*
COc1ccccc1NC(=S)NCC1CCC(CNC(=S)Nc2ccccc2OC)CC1 (configuration not stated)
  0	-3	-7	0.3	-1	9	-3	2	2	2
Cc1ccccc1-n1c(=O)cc(N2CCN(Cc3ccccc3)CC2)[nH]c1=O
  -9	1	1	-2.4	-1	6	-2	4	1	-10
Cc1c(Cl)cccc1NC(=O)CNC(=O)CCS(=O)(=O)c1ccc(F)cc1
  0	-15	-9	-0.9	-1	19	1	4	8	-2
CN1CCN(c2ccc(C(=O)c3ccc(Br)cc3)cc2[N+](=O)[O-])CC1
  -6	1	-3	-2.2	2	-10	0	-7	0	2
O=C(O)c1cccc(S(=O)(=O)N(Cc2ccccc2)c2ccccc2Cl)c1
  -2	4	-4	1.4	5	-2	0	4	30	1
Cc1cccc(-c2cccc3c4c([nH]c23)[C@@H]2C[C@H](N(C)C(=O)Nc3ccccc3C)[C@H]([C@H](C)O)CN2CC4)c1
  ·	15	·	·	-5	·	-7	-11	9	-4
O=C(COC(=O)C1CC(=O)N(Cc2ccccc2)C1)Nc1ccc2c(c1)OCO2 (configuration not stated)
  3	5	4	-0.9	-1	-9	3	1	-1	-3
COc1ccc(-n2c(-c3cc(-c4ccccc4)sc3N)n[nH]c2=S)cc1
  9	8	12	0.3	-3	-5	-4	2	22	5
Cc1ccc(S(=O)(=O)N(C)C)cc1NC(=S)Nc1ccc2[nH]c(=O)[nH]c2c1
  3	4	2	-0.4	1	6	1	0	2	-2
CC1CC(C)CN(CCCNC(=O)C2CCN(c3nnc(-n4cccc4)s3)CC2)C1 (configuration not stated)
  -1	3	4	-2.2	7	4	-2	-1	-6	-7
